# HT1080NT lethal: qHTS for induction of synthetic lethality in tumor cells producing 2HG: qHTS for the HT-1080-NT fibrosarcoma cell line. HT-1080-NT fibrosarcoma viability, CellTiter-Glo ATP luminescence, 48 h. Potency, µM (doses to about 46.1 µM), for the others: at the highest dose activity, negative = less viability, hits mostly cytotoxic. hit rate 1.6% among 360,000;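 note: NT is the 2HG producing partner of a matched IDH1 knockdown line; 0% = DMSO-treated cells and -100% = media-only wells without cells; nearly all actives have a fitted effect of over 55% in size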
#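 Viability by CellTiter-Glo luminescence after 48 h compound exposure at 37C of HT-1080-NT cells (750/well, RPMI, 5% FBS). % activity scaled between DMSO wells and medium-only wells, then curve-fitted and categorized by curve class.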
# KB-V1 MDR tox: qHTS assay for MDR1-selective chemotherapeutics: Primary screen using the drug-selected MDR subline cells KB-V1; Potency, µM (titrated, usually from 46.1 µM), for the others: at the highest dose activity change, negative = cytotoxicity, usual class: cytotoxic; KB-V1 MDR cells viability, CellTiter-Glo, 72 h; AID 1347076, 2019; hit rate 3.4% among 400,000; note: % is set by controls: 0 for no effect and ±100 for the full control effect; nearly all actives have a fitted effect of over 60% in size
#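 qHTS viability screen in drug-selected KB-V1 MDR cells: 72 h compound treatment at 37 degrees C, ATP luminescence end point.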
# HT1080 IDH1KD tx: qHTS for induction of synthetic lethality in tumor cells producing 2HG: qHTS for the HT-1080-IDH1KD cell line; HT-1080 IDH1 knockdown viability, ATP luminescence, 48 h; Potency, µM (titrated, usually from 46.1 µM), for the others: top-dose activity, negative = toxicity, hits mostly cytotoxic; hit rate 2% among 360,000;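 note: 0% = DMSO wells and -100% = cell-free medium wells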
#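 Luminescent ATP read-out (CellTiter-Glo, 10 min at room temperature) after 48 h compound exposure at 37 °C gave viability of IDH1-knockdown HT-1080 cells. Activity was normalised to DMSO and cell-free wells, then fitted as concentration-response curves.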
# GLP-1R agonist: qHTS of GLP-1 Receptor Agonists; HEK293 GLP-1R CRE-luciferase, luminescence, 4-6 h; cells express a hypersensitive GLP-1R form; Potency, µM (titrated, usually from 45.6 µM), without a hit: at the highest dose activation, actives largely listed as activators; AID 624172, 2012; hit rate 0.007% among 380,000; note: % of control where 0% means no effect
# Target sequence (P43220 whole entry, looked up): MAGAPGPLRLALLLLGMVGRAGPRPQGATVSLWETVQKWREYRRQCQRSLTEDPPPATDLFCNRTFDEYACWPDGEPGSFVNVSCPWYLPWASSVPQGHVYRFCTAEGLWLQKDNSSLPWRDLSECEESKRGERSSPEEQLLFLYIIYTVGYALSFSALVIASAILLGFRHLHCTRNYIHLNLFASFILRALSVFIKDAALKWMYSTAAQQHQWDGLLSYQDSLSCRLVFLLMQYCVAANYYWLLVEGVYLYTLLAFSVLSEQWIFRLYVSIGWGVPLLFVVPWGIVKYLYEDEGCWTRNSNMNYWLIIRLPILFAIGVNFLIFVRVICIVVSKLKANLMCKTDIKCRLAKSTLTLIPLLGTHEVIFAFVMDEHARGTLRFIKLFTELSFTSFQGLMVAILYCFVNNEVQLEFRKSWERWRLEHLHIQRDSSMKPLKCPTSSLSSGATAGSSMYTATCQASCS
# SW480 rerep: A quantitative high throughput screen for small molecules that induce DNA re-replication in SW480 colon adenocarcinoma cells; SW480 DNA re-replication, Hoechst DNA content imaging, 48 h; Potency, µM (titrated, usually from 46.1 µM), without a hit: at the highest dose re-replication activation, most hits filed as activators; hit rate 1.8% among 340,000; AID 624297, 2012; note: % of control where 0% means no effect; nearly all actives have a fitted effect of over 55% in size
#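 Compounds, transferred as 23 nL by pin tool, were incubated with cells for 48 hr; DNA content per nucleus was then quantified by Hoechst staining and fluorescence plate imaging.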
# TDP43 rescue: qHTS of TDP-43 Inhibitors. Potency, µM (highest dose often 46.1 µM), for inactives: top-dose growth rescue (activation), hits mostly activators. TDP-43 expressing yeast growth rescue, BacTiter-Glo, 24 h. hit rate 1.8% among 410,000; note: % of control where 0% means no effect; nearly all actives have a fitted effect of over 50% in size
#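 Cell-based yeast growth screen: TDP-43 expression induced in galactose, inoculum OD600=0.02 after raffinose pregrowth to mid-log. Read-out BacTiter-Glo luminescence at 24 hr, 30 deg C; inhibition of toxicity seen as signal increase.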
# HEK293 tox: qHTS of GLP-1 Receptor Inverse Agonists: Cytotox Screen; hit rate 0.13% among 410,000; HEK293 cAMP-luciferase reporter cells, luminescence, 24 h; AID 624418, 2012; Potency, µM (titrated, usually from 38.3 µM), without a hit: at the top dose activity change, negative = inhibition, hits mostly inhibitors;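 note: loss of luciferase light is scored as toxicity; % is set by controls: 0 for no effect and ±100 for the full control effect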
#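 A 23 nL compound transfer followed 12 hours of cell culture at 37 deg C; exposure then lasted 24 hr. Luciferase assay detection reagent was dispensed and plates read for luminescence after a 12 min room-temperature wait.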
# GLP-1R inv ag: qHTS of GLP-1 Receptor Inverse Agonists (Inhibition Mode) | Glucagon-like peptide 1 receptor (Homo sapiens), P43220 | HEK293 GLP-1R CRE-luciferase, luminescence, 24 h; GLP-1R form is constitutively active | Potency, µM (series often up to 38.3 µM), for the others: at the top dose activity change, negative = inhibition, actives largely listed as inhibitors | hit rate 1.6% among 410,000; note: % is set by controls: 0 for no effect and ±100 for the full control effect; nearly all actives have a fitted effect of over 55% in size
#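 Readout was luciferase luminescence, measured 12 min after detection reagent at room temperature. Beforehand, GLP-1R reporter HEK293 cells had sat 12 h, then received compounds for 24 hr at 37 deg C.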
# KB-3-1 tox: qHTS assay for MDR1-selective chemotherapeutics: Primary screen using the parental adenocarcinoma cell KB-3-1; KB-3-1 viability, CellTiter-Glo ATP luminescence, 72 h; Potency, µM (highest dose often 46.1 µM), for inactives: top-dose activity change, negative = cytotoxic, most hits filed as cytotoxic; hit rate 1.4% among 400,000; note: % is set by controls: 0 for no effect and ±100 for the full control effect; nearly all actives have a fitted effect of over 60% in size
#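 Multi-concentration cytotoxicity screen in KB-3-1 cells grown in DMEM lacking phenol red with 10% FBS. After 72 h at 37 °C with compound, ATP-dependent luminescence was recorded.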
# * marks the source's active call; other numbers are inactive results; ? = inconclusive; nt = no result given; & = joins results of further samples; [ ] = dose if it differs, or a comment. Calls come from the whole dose curve; as a rule, active = well fitted curve in the direction sought with a large enough effect; inconclusive = small, poorly fitted or top-dose-only effect, or another doubt; inactive = no such curve, though single readings can be large; an effect the other way counts as inactive or inconclusive. Potency is the fitted concentration of half-maximal effect.
SMILES,HT1080NT lethal,KB-V1 MDR tox,HT1080 IDH1KD tx,GLP-1R agonist,SW480 rerep,TDP43 rescue,HEK293 tox,GLP-1R inv ag,KB-3-1 tox
CC(=O)c1cccc(NC(=O)c2cnn(-c3ccccc3)c2C)c1,5%,2%,16%,-4%,-43%[inhibitor],14µM*,-7%,-2%,6%
O=C(COC(=O)/C=C/c1ccc(Cl)cc1)NCc1cccs1,-7%,15%,5%,-4%,nt,13%,1%,-16%,15%
COc1cc(NC(=O)CN(c2cc(C)cc(C)c2)S(=O)(=O)c2c(C)[nH]c(=O)[nH]c2=O)cc(OC)c1,-19%,0%&16%,-13%,1%,0%,-12%&16%,-6%&0%,13%&-3%,-18%&5%
C=C1CCN([C@H](C(=O)Nc2ccc(OC)cc2)C(C)C)S(=O)(=O)c2ccccc21,1%,20%,0%,-3%,-5%,-9%,?,?,3%
O=C(c1cc2nc(-c3ccccc3)cc(-c3ccccc3)n2n1)N1CCCC1,-1%,-15%,7%,-7%,?,28%,8%,10%,-9%
COc1cc(C2CC(=O)NC3=C2C(=O)CC(C)(C)C3)cc(OC)c1O (centres undefined),-3%,-5%,1%,-3%,12%,5%,64%[activator],1%,-10%
O=C(NC1CCCCC1)c1cc2ccccc2cc1O,-19%,-13%,-45%,15%,18µM*,-1%,46%[activator],?,?
CCCCc1nc2cc(C(=O)N3CCCCC3CCO)ccc2o1 (centres undefined),-13%,?,-2%,-1%,?,-12%,25%,-29%,26%
CCN(CCCNC(=O)CN1C(=O)COc2ccccc21)c1cccc(C)c1,4%,-20%,2%,0%,12%,-17%,8%,?,-5%
O=[N+]([O-])c1ccc(Oc2cccc(Br)c2)c2ccncc12,21µM*,?,?,12%,?,16µM*,?,?,?

# Reprinted from the part before: two compounds; new compounds follow.
SMILES,HT1080NT lethal,KB-V1 MDR tox,HT1080 IDH1KD tx,GLP-1R agonist,SW480 rerep,TDP43 rescue,HEK293 tox,GLP-1R inv ag,KB-3-1 tox
CCN(CCCNC(=O)CN1C(=O)COc2ccccc21)c1cccc(C)c1,4%,-20%,2%,0%,12%,-17%,8%,?,-5%
O=[N+]([O-])c1ccc(Oc2cccc(Br)c2)c2ccncc12,21µM*,?,?,12%,?,16µM*,?,?,?
Cc1ccccc1OCC(=O)OCC(=O)c1ccc(-c2ccccc2)cc1,0%,-10%,3%,-4%,-35%[inhibitor],5%,5%,11%,4%
CCn1ccc(C(=O)Nc2c(C)nn(Cc3c(F)c(F)c(F)c(F)c3F)c2C)n1,-3%,?,-1%,?,-34%[inhibitor],-14%,-13%,1%,12%
Fc1ccccc1NC(=S)N1CCN(C/C=C/c2ccccc2)CC1,0%,16µM*,-2%,-2%,1%,0%,-17%,?,?
N#C/C(C(=O)N1CCCCC1)=C1/N=C(NC(=O)c2ccc(F)cc2)c2ccccc21,14%,0%,24%,-3%,-4%,-5%,-3%,4%,-3%
CC1CN(C(=O)c2ccc3c(c2)OCO3)CC(C)O1 (centres undefined),14%,?,14%,-6%,-9%,7%,3%,6%,4%
Fc1cccc(Cn2cc(C(=S)N3CCOCC3)c3ccccc32)c1,-8%,1%,-12%,7%,-10%,?,5%,?,3%
COc1ccc(N(CC(=O)N/N=C/c2ccccc2F)S(=O)(=O)c2ccccc2)cc1,-13%,-1%,-13%,11%,?,-6%,-5%,9%,-4%
Cc1cnn(-c2nc(-c3cccs3)cc(C(F)(F)F)n2)c1,15%,-14%,-9%,16%,-2%,4%,-6%,?,5%
COc1ccc(-n2c(SCC(=O)N3CCC(C(=O)O)CC3)nc3ccccc3c2=O)cc1OC,-4%,-15%,13%,2%,-17%,-24%,8%,-5%,?
COc1cccc(NC(=O)CN2CCc3ccccc3C2)c1,-6%,9%,-3%,-2%,3%,-14%,9%,?,-16%

# Overlap with the part before: three compounds, then new ones.
SMILES,HT1080NT lethal,KB-V1 MDR tox,HT1080 IDH1KD tx,GLP-1R agonist,SW480 rerep,TDP43 rescue,HEK293 tox,GLP-1R inv ag,KB-3-1 tox
Cc1cnn(-c2nc(-c3cccs3)cc(C(F)(F)F)n2)c1,15%,-14%,-9%,16%,-2%,4%,-6%,?,5%
COc1ccc(-n2c(SCC(=O)N3CCC(C(=O)O)CC3)nc3ccccc3c2=O)cc1OC,-4%,-15%,13%,2%,-17%,-24%,8%,-5%,?
COc1cccc(NC(=O)CN2CCc3ccccc3C2)c1,-6%,9%,-3%,-2%,3%,-14%,9%,?,-16%
O=C(CN(c1ccc(F)cc1)S(=O)(=O)c1ccccc1)Nc1ccccc1C(=O)O,-14%,2%,0%,0%,0%,18%,2%,-28%,4%
O=C(NC(=S)NC1CCS(=O)(=O)C1)c1ccccc1Br (centres undefined),-2%,nt,-7%,1%,8%,-15%,14%,13%,nt
CCN1C(=O)C(=O)N(CC(=O)N2CCN(c3ccccc3)CC2)C1=O,5%,-2%,8%,1%,-9%,-25%,0%,6%,-4%
C=CCNc1nc(NCc2ccco2)nc(OCC)n1,2%,-14%,3%,-3%,-6%,17%,4%,34%[activator],28%
CON(C)c1nc(Oc2ccc(=O)[nH]n2)nc(N(C)C)n1,5%,?,14%,-8%,0%,-2%,-14%,0%,9%
O=C(CN1C(=O)C2C3C=CC(C3)C2C1=O)NCc1ccccc1 (centres undefined),19%,0%,16%,6%,-5%,-11%,6%,-5%,?
CCCNC(=O)c1cccc(C(F)(F)F)c1,4%,4%,-9%,-9%,0%,-16%,9%,-2%,15%
CCC1CCCCN1CCCNC(=O)Cn1ncn2nc(-c3ccc(OC)cc3)cc2c1=O (centres undefined),?,?,-22%,-4%,1%,-10%,-5%,?,3%
Cc1cccc(C(=O)NNc2ncnc3c2cnn3-c2ccc(C)c(Cl)c2)c1,nt,6%,nt,nt,nt,23%,0%,9%,1%
CCS(=O)(=O)N1Cc2cc(C(=O)NCCOC)nc(-c3cccc(-c4ccncc4)c3)c2[C@@H]1CCO,3%,-2%,14%,-1%,nt,4%,3%,16%,21%
COc1ccc(-c2cc(C(=O)N3CCCC3)c3ccccc3n2)cc1OC,1%,0%,2%,16%,-1%,13%,-5%,132%[activator],14%
O=C(CCNS(=O)(=O)c1ccccc1)NCCSc1ccc(Br)cc1,-1%,?,4%,9%,-3%,17%,5%,?,22%
COC(=O)c1ccc(C2c3c(oc4ccccc4c3=O)C(=O)N2CCCN2CCOCC2)cc1 (centres undefined),-2%,17%,4%,-5%,10%,15%,0%,19%,1%
CCn1c2ccccc2c2cc(NC(=O)c3cccc([N+](=O)[O-])c3C)ccc21,23µM*,?,13µM*,13%,10µM*,3%,49%[activator],?,?
O=C(CS(=O)(=O)c1ccc(C(F)(F)F)cn1)NNC(=O)c1ccccc1,?,8%,3%,4%,-13%,11%,-14%,-6%,11%
COc1ccc(C(=O)Nc2ccc(N3CCOCC3)cc2)cc1S(=O)(=O)N1CCOCC1,1%,7%,2%,-7%,-2%,-8%,-4%,12%,-6%
CN(C(=O)c1cc2c(Cl)nc3ccccc3c2s1)c1cccc(C(F)(F)F)c1,nt,1%,nt,0%,nt,14%,1%,9%,11%
COCCNC(=O)CSCc1cc(C)cc(C)c1,4%,-1%,4%,5%,-1%,-1%,0%,-5%,-1%
Cc1ncc(N=Nc2ccccc2Cl)c(-c2ccccc2)n1,8%,-2%,17%,0%,?,27%,35%[activator],-6%,8%
CC1(C)Cc2c(ccc3ccccc23)C(=O)N1,-17%,1%,-17%,-13%,8%,?,-7%,?,3%
CC(C)CNc1ncnc2c1sc1nc(N3CCOCC3)c3c(c12)CC(C)(C)OC3,12%,0%,7%,5%,1%,0%,-2%,-3%,5%
C=CCn1c(C)c(C(=O)OCC)c2cc(O)c3ccccc3c21,11%,-2%,5%,19%,-7%,3%,-22%,-29%,9%
Cc1ccn(C(=O)c2ccc(NC(=O)C3CCCCC3)cc2)n1,14%,2%,13%,17%,0%,22%,16%,29%,-23%
Cc1c(Cl)cccc1NC(=O)CSCC(N)=O,3%,6%,-1%,-5%,-3%,-24%,-17%,-8%,22%
COc1cc(C(=O)NNC(=O)c2cc(S(=O)(=O)N(C)C)ccc2N2CCCC2)cc(OC)c1OC,-5%[9.24 µM],?,-2%,7%,6%,-9%,1%,8%,23%
CCOC(=O)c1sc(NC(=O)C2CC2)cc1C,15%,-9%,4%,2%,-4%,?,-28%,-17%,8%
Cn1c(SCC(=O)N2CCCCC2)nnc1-c1ccc(S(=O)(=O)N2CCOCC2)cc1,2%,6%,?,-14%,-3%,20%,5%,0%,-3%
COc1ccc(-n2c(=O)c3ccc(C(=O)NCc4ccc(C)cc4)cc3n(CC(=O)Nc3cccc(F)c3)c2=O)cc1,nt,12%,nt,4%,nt,12%,-14%,23%,2%
Cc1[nH]c2ccc(F)cc2c1CCN(Cc1cccnc1)C(=S)Nc1cccc(F)c1,?,3%,-23%,13%,20%,-13%[9.22 µM],-11%,10µM*,18%
CC(=O)c1nn(-c2ccccc2)c(=Nc2ccccc2)cc1C,13%,1%,2%,11%,nt,10%,-22%,1%,0%
CCn1c(C)c(C)c2cc(C(=O)NCc3ccc(N(C)C)cc3)ccc21,nt,18%,nt,nt,nt,8%,2%,?,0%
COCCNCC(O)CON=C1c2ccccc2-c2ccccc21 (centres undefined),?,-31%,?,-2%,0%,10%[9.22 µM],2%,?,-1%

# Source: PubChem BioAssay
